# KCNQ1 act – potentiators or activators of human KCNQ1 potassium channel | P51787 | CHO-K1 KCNQ1, thallium flux FluxOR fluorescence; hits give high values | B-score at 10 µM | hit rate 0.35% among 310,000;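 active = fluorescence ratio B-score, a plate-corrected score, at least three library SD, with initial intensity B-score within 5 SD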
#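 System: Stable KCNQ1 CHO-K1 line | Incubation: 90 min dye loading and 20 min compound exposure, both at room temperature | Measure: Ratio B score | Medium: Assay buffer for compound exposure, DMSO matched across wells | Compound dosing: Single-concentration screen | Probe or stimulus: K+/Tl+ depolarizing stimulus | Measured by: Kinetic FluxOR fluorescence, 10 s baseline plus 110 s post-stimulus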
# KCNK9 block – blocks the human KCNK9 two-pore domain potassium channel; Q9NPC2; HEK293 KCNK9, FluxOR thallium flux fluorescence; hits give low values; B-score at 10 µM; hit rate 1.2% among 310,000;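 active = ratio B-score over 3 SD below the library mean, with starting fluorescence within 5 SD of its mean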;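 note: negative B-score means less thallium flux so channel inhibition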
# DYRK1A inh – Dyrk1A (rat) kinase inhibition | Q63470 | ADP-Glo luminescence, NFATc1 peptide | inhibition, % at 12.5 µM | hit rate 0.43% among 310,000; in the data active = inhibition above about 50%;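 note: plate controls were vehicle with enzyme for no effect and no enzyme for full effect; many of its hits are not listed in these tables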
# GSK3 alpha inh – human GSK-3 alpha kinase inhibition | ADP-Glo luminescence, 60 min | hit rate 0.1% among 320,000 | inhibition, % at 10 µM | P49840;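 in the data active = inhibition above about 50%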;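 note: GST-tagged GSK-3 alpha with peptide substrate and 25 µM ATP; 0% = DMSO neutral wells and 100% = GW8510 positive control wells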
# Target sequence (P49840 whole entry, looked up): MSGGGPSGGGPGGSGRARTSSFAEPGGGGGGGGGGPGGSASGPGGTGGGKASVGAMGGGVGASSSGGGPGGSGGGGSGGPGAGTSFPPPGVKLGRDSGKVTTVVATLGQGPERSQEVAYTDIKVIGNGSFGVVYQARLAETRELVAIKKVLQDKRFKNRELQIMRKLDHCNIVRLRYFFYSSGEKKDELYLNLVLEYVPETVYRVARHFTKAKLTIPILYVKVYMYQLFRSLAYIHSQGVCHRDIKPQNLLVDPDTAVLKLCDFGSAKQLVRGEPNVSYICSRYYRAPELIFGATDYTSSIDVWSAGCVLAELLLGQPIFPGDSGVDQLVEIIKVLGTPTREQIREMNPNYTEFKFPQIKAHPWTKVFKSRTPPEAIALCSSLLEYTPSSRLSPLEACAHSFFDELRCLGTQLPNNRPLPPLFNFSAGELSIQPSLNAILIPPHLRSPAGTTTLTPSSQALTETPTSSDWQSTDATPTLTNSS
# KCNQ1 block – inhibitors of human KCNQ1 potassium channel; hit rate 1.3% among 310,000; P51787; CHO-K1 KCNQ1, FluxOR thallium flux fluorescence; hits give high values; AID 2642; B-score at 10 µM;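 active = compounds whose thallium flux B-score, printed positive for inhibition, exceeds three library SD while starting fluorescence stays within three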;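 note: channel opened by potassium depolarization with thallium stimulus after 20 min compound exposure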
# RGS4 pot – potentiators or activators of RGS4 | HEK293 M3R/inducible RGS4, carbachol calcium flux Fluo4; hits give low values | hit rate 0.92% among 310,000 | B-score at 10 µM;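 active = B-score of the integrated calcium signal more than 4 SD below the library mean, with starting fluorescence not abnormally high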;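 note: negative B-score means reduced calcium response which marks RGS4 activation or potentiation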
#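 Assay system: Inducible-RGS4 HEK293 cells carrying M3 receptor | Schedule: Compound preincubation 20 min at room temperature before agonist | Signal: Kinetic calcium fluorescence imaging with Fluo4-AM dye, 2 µM | Read-out basis: B score from integrated fluorescence ratio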
# PolyA inhibitor – blocks polyadenylation in yeast reporter cells | S. cerevisiae SKY197-pL101 polyadenylation reporter, beta-gal luminescence; efflux-impaired pdr1/pdr3 knockout yeast; score 100 = 6 SD above DMSO | hit rate 0.02% among 300,000 | calls only at 12 µM | AID 1875;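 active = lowest replicate activity score at least 50, where 100 means six control SD above control mean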;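 note: yeast exposed to compound for 9 h at 30 °C; higher score means more reporter readthrough which indicates perturbed polyadenylation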
# RGS4 block – inhibitors of human RGS4; AID 463165; P49798; hit rate 0.45% among 310,000; B-score at 10 µM; HEK293 M3R/RGS4 inducible, Fluo-4 calcium flux; hits give high values; triggered by carbachol at its EC20;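 active = B-score, a plate-corrected calcium signal, over three deviations above library mean, with baseline fluorescence within five deviations of library mean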;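 note: RGS4 expression induced by doxycycline in cells with stable M3 receptor; B-score is computed from the integrated fluorescence ratio over baseline after carbachol; higher B-score means a larger calcium signal and so more RGS4 inhibition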
# KCNK3 inh – human KCNK3 channel inhibition, primary screen. O14649. CHO-KCNK3 thallium flux, FluxOR fluorescence; hits give low values. B-score at 10 µM. hit rate 0.84% among 340,000;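 active = B-score under library mean minus 4 SD, starting fluorescence ratio at most library mean plus 5 SD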;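 note: more negative B-score means stronger inhibition of thallium flux through KCNK3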
# hERG rescue – shields human hERG channel from block by proarrhythmic agents; CHO-hERG, FluxOR thallium flux, dofetilide IC70 present; activation (rescue from dofetilide block), less the hit threshold, % at 10 µM; AID 1511; Q12809; hit rate 0.51% among 310,000;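 active = activation above the mean of controls blocked by dofetilide plus 5 SD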;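 note: thallium influx through hERG after potassium depolarization seen as dye fluorescence rise; in these data hits start at about 4.7%; inactives centre near -7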
# GSK3beta inhib – inhibitors of human GSK3beta kinase; activity score (negative = inhibition), % at 10 µM; P49841; GST-GSK3beta kinase, ADP-Glo luminescence, 60 min; hits give low values; hit rate 0.038% among 300,000; AID 2097;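 active = more than half of replicate wells score below -50%, meaning over 50% inhibition versus plate controls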;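 note: 0% = median DMSO wells and -100% = median GW8510 positive control wells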
# Target sequence (P49841 whole entry, looked up): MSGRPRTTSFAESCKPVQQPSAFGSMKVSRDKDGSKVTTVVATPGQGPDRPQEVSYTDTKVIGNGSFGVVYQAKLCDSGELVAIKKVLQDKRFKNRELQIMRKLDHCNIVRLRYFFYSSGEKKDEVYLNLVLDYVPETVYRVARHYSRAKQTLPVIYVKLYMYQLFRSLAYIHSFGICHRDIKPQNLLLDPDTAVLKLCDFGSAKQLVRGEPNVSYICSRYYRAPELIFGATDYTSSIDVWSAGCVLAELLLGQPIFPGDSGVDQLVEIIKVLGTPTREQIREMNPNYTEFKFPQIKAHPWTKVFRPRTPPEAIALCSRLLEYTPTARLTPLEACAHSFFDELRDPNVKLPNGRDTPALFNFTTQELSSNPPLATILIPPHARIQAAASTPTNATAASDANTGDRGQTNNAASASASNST
#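 Assay system: GST-fused GSK3beta enzyme, cell-free / Medium: Tris pH 7.5 buffer with MgCl2, DTT, BSA, heparin / Also added: peptide substrate plus 25 µM ATP (final) / Compound: 10 µM single point / Timing: kinase reaction with compound 60 min at room temperature / Detection: ADP-Glo luminescence / Benchmarks: DMSO neutral wells and GW8510 at 20 µM as positive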
# An asterisk follows results filed as active; i = inactive; . = not tested or not shown. Some of the compounds tested; count on the stated rates, not on these rows.
structure,PolyA inhibitor,DYRK1A inh,KCNQ1 block,RGS4 block,KCNK3 inh,hERG rescue,KCNQ1 act,RGS4 pot,GSK3 alpha inh,GSK3beta inhib,KCNK9 block
CCc1cc(=O)oc2c(C)c(O[C@@H]3O[C@H](CO)[C@@H](O)[C@H](O)[C@H]3O)ccc12,i,-2,i,i,i,-5,i,i,-1,-3,i
COC(=O)C1(S(=O)(=O)c2cc(Br)cc3c2N(C(C)=O)CC3)CC1,i,-12,i,i,i,-6,i,i,-2,6,i
Cc1ccc(NC(=O)Nc2cnc3ccccc3c2)cc1,i,-4,i,i,i,-11,i,i,-3,2,i
Cc1ccc2cc(C)c(Sc3nnnn3-c3ccccc3)nc2c1,i,-10,i,i,i,-6,i,i,-1,0,i
CC1=NN(/C(=N\c2nnc(C)s2)Nc2ccc(C)cc2)[C@H](c2ccc(C)cc2)S1,i,5,i,i,i,-7,i,i,-3,0,i
Cc1cccc(N2CCN(C(=O)CCNS(=O)(=O)c3cccs3)CC2C)c1 (stereo not given),i,-5,i,i,i,-5,i,i,-1,2,i
COc1cccc(-n2ccnc2SCC(=O)Nc2ccccc2F)c1,i,-5,i,i,i,-17,i,i,-1,2,i
COc1ccc(C(=O)Cc2ccc3c(c2)OCO3)c(O)c1,i,-7,i,i,i,-4,i,i,-5,-1,i
COc1ccc(N/C=C2\CCc3ccccc3C2=O)cc1,i,22,6*,i,i,-20,i,i,9,-4,i
Cc1cc(OC(C)C(=O)Nc2ccncc2)ccc1Cl (stereo not given),i,.,i,i,i,-5,i,i,0,1,i
CCC(c1nnc(SCC(=O)Nc2cccnc2Cl)n1-c1ccccc1)N(C)C (stereo not given),i,3,i,i,i,-13,i,i,.,3,i
COCCn1nnnc1C(C(C)C)N1CCSCC1 (stereo not given),i,-1,i,i,i,-19,i,i,-4,6,i
O=C1CC(c2c(F)cccc2Cl)C(n2cncn2)C(O)=C1C1NCCc2ccccc21 (stereo not given),i,.,i,i,i,-2,i,i,-3,0,i
Nn1c(SCc2cccc(C(F)(F)F)c2)nnc1-c1ccco1,i,0,i,i,i,-7,i,i,-1,0,i
COc1ccc(CCn2nnnc2C(C(C)C)N2CCC(C(N)=O)CC2)cc1OC (stereo not given),i,-9,i,i,i,-5,i,i,3,4,i
CCCc1nc(SCC(=O)N2CCC(C)CC2)c2c(=O)n(C)c(=O)n(C)c2n1,i,3,i,i,i,-8,i,i,-3,2,i
COc1ccc(Cl)cc1N(CC(=O)N1CCCC1)S(=O)(=O)c1ccc(C)cc1,i,-3,i,i,i,-7,i,i,3,-3,i
O=C(CSc1nccn1Cc1ccccc1)Nc1nccs1,i,5,i,i,i,-6,i,i,8,2,i
CCCCN(C(=O)CSCC(=O)Nc1ccc(OC)cc1)c1c(N)n(CCC)c(=O)[nH]c1=O,i,9,i,i,i,-10,i,i,1,-1,i
Cn1c(-c2ccccc2)cnc1SCC(=O)N1CCCCC1,i,0,i,i,i,-6,i,i,2,0,i
CC(=O)Nc1cc(-c2ccc(Cl)cc2)nn1-c1ccccc1,i,-3,i,i,i,-2,i,i,-1,-2,i
O=C(COc1ccc(S(=O)(=O)N2CCCCC2)cc1)N1CCOCC1,i,5,i,i,i,-4,i,i,0,2,i
Cc1ccc(/C=N/Nc2ccc(F)cc2F)s1,i,-2,i,i,i,-7,i,i,-3,0,i
CCOC(=O)/C(C#N)=C1/C=C(C)c2ccccc2N1,i,-2,i,i,i,-1,i,i,2,-4,i
CN(C)CC#CCCCCCCC#CCN(C)C,i,.,i,i,.,-3,i,i,1,.,i
Cc1[nH]c2ccccc2c1/C=C(\C#N)S(=O)(=O)c1ccccc1,i,-1,i,i,i,-15,i,i,1,-3,i
COc1ccc(C2(CNC(=O)CCC(=O)O)CCCC2)cc1,i,-5,i,i,i,-2,i,i,-2,2,i
O=C(Nc1cccc(Cl)c1Cl)C1CCCC1,i,12,i,i,i,-7,i,i,8,-1,i
Cc1ccc(C)c(NC(=O)N2CCc3ccccc3C2)c1,i,-2,i,i,i,-8,i,i,2,-3,i
COc1ccc(C2=NN3C(C2)c2ccccc2OC32C(=O)N(C)c3ccccc32)cc1 (stereo not given),i,-5,i,i,i,-12,i,i,-1,0,i
CCOc1nc2cnccc2n(CC(=O)Nc2ccccc2F)c1=O,i,-5,i,i,i,-7,i,i,-1,4,i
CC(=O)c1sc(N/N=C2\CC3CC2C(C)C3(C)C)nc1C (stereo not given),i,25,i,i,i,-6,i,i,0,3,i
Cc1ccc(OCC(=O)NCCNC(=O)c2ccncc2)cc1C,i,-6,i,i,i,-6,i,i,0,-5,i
COC(=O)C1(C(C[N+](=O)[O-])c2ccc(C)cc2)C(=O)NCC1c1ccco1 (stereo not given),i,.,i,i,i,-10,i,i,0,0,i
CCOC(=O)N1CCN(C(=O)c2ccc3c(c2)N=C(C)c2cc(Cl)ccc2S3)CC1,i,1,i,i,i,-8,i,i,0,1,i
COc1ccc(C(=O)N(CC(=O)NC(C)(C)C)c2ccc3c(c2)OCCO3)cc1OC,i,2,i,i,i,-9,i,i,-1,3,i
COc1ccc2sc(N(CCCN(C)C)C(=O)c3ccc(S(=O)(=O)N4CCc5ccccc5C4)cc3)nc2c1,i,0,i,i,i,-11,i,i,-1,0,i
O=C(COC(=O)C1CCC1)Nc1cccc(Cl)c1,i,11,i,i,i,-13,i,i,1,-4,i
N#CC1(c2nc3ccccc3[nH]2)CC1c1ccc2c(c1)OCO2 (stereo not given),i,-6,i,i,i,-13,i,i,2,1,i
Cc1cccnc1NC(N)=S,i,-1,i,i,i,-8,i,i,-3,.,i
O=C(N=Nc1c(O)[nH]c2ccccc12)c1cccs1,i,7,i,i,i,-9,i,i,-1,-4,i
CN1CCN(C(=O)c2ccc(C(F)(F)F)cc2)CC1,i,-3,i,i,i,-9,i,i,3,0,i
COc1ccc(N(CC(=O)Nc2cccc(C)c2C)S(=O)(=O)c2c(C)[nH]c(=O)[nH]c2=O)cc1,i,-6,i,i,i,-5,i,i,-9,2,i
COc1cc(C)c(C(=O)CSc2nnc(CNC(=O)c3ccco3)n2C)cc1C,i,1,i,i,i,-6,i,i,-2,-1,i
CCOC(=O)CN1CCc2c(C)nc3c(-c4ccc(OC)c(OC)c4)cnn3c21,i,-2,i,i,i,-7,i,i,0,-2,i
Cc1ccc(S(=O)(=O)NCC(=O)N(CC(=O)NC2CCCCC2)CC2CCCO2)cc1 (stereo not given),i,0,i,i,i,-11,i,i,-2,3,i
CCn1c(SCC(=O)N2CCOCC2)nnc1C(C)NC(=O)c1ccccc1 (stereo not given),i,1,i,i,i,-4,i,i,2,3,i
COc1ccc(C(CNC(=O)CN2C(=O)NC3(CCCC3)C2=O)N(C)C)cc1 (stereo not given),i,2,i,i,i,-7,i,i,-1,-2,i
O=C1CCCN1c1ccc(Br)cc1,i,8,i,i,i,-3,i,i,.,3,i
Oc1c(/C=N/c2ncn[nH]2)ccc2ccccc12,i,4,i,i,i,-15,i,i,-1,1,i
O=C(/C=C/NCc1cccnc1)C(F)(F)C(F)(F)F,i,.,i,i,i,-7,i,i,-1,0,i
CNC(=O)CSc1nnc(-c2ccncc2)n1Cc1ccccc1,i,-1,i,i,i,-6,i,i,-3,1,i
O=[N+]([O-])c1ccc(/C=N/n2c(-c3ccccc3)n[nH]c2=S)cc1,i,0,i,i,i,-5,i,i,-2,0,i
Cc1cc2c(cc(C(=O)N3CCC(C(=O)N4CCCC4)CC3)n2Cc2c(F)cccc2Cl)o1,i,3,i,i,i,-16,i,i,-2,-2,i
Cc1ccc(NC(=O)CN2C(=O)CNC2=O)cc1,i,1,i,i,i,-11,i,i,-1,-1,i
CCCC(=O)Nc1nc2c(OC)ccc(OC)c2s1,i,0,i,i,i,-5,i,i,-4,-2,i
O=C(c1cnn2c1NC(c1ccco1)CC2C(F)(F)F)N1CCN(c2cccc(Cl)c2)CC1 (stereo not given),i,-1,i,i,i,-4,i,i,-1,-1,i
CCN(CC(=O)Nc1ccc2c(c1)OCCO2)C(=O)C1CCCCC1,i,-8,i,i,i,-8,i,i,-3,2,i
CCOC(=O)N1CCC(Nc2cccc(SC)c2)CC1,i,-1,i,i,i,-1,i,i,-1,4,i
COc1ccccc1NC(=O)CN1CCN(c2ccccc2F)CC1,i,-5,i,i,i,-9,i,i,-1,0,i

# Following part
structure,PolyA inhibitor,DYRK1A inh,KCNQ1 block,RGS4 block,KCNK3 inh,hERG rescue,KCNQ1 act,RGS4 pot,GSK3 alpha inh,GSK3beta inhib,KCNK9 block
Cc1ccccc1-c1nc(CS(=O)(=O)CC(=O)N2CCc3ccccc32)c(C)o1,i,-3,i,i,i,-8,i,i,1,-2,i
CN(C)c1ccc(C(=S)N2CCN(C(=S)Nc3ccccc3)CC2)cc1,i,4,i,i,i,-5,i,i,-2,-3,i
CCOc1ccccc1C(=O)Nc1nnc(SCC(=O)N2CCOCC2)s1,i,.,i,i,i,-23,i,i,6,3,i
Cc1cc(C)n(-c2nc3nonc3nc2Nc2cccc(C)c2C)n1,i,-5,i,i,i,-7,i,i,-23,1,i
O=C(Cn1cnc([N+](=O)[O-])c1)c1ccc(F)cc1,i,-4,i,i,i,-7,i,i,-4,0,i
O=C(Cn1ncn2c(cc3ccccc32)c1=O)NCc1ccco1,i,10,i,i,i,-2,i,i,0,-2,i
Cc1cc(C(=O)N/N=C/c2cn(C)nc2C)c2ccccc2n1,i,-5,i,i,i,-6,i,i,-2,0,i
O=C(CNCc1cccc(Cl)c1)N1CCc2ccccc2C1,i,4,i,i,i,-5,i,i,-3,-3,i
Clc1ccc(-c2nc3ccccc3[nH]2)cn1,i,12,i,i,i,-9,i,i,3,1,i

# Compound activity deposited in PubChem BioAssay by several laboratories.
